# Screens: PubChem, several laboratories
# G6PDH counter: L. mesenteroides G6PDH inhibitors, counter-screen for G6PDH-coupled screening assays, biochemical, Leuconostoc mesenteroides enzyme | glucose-6-phosphate dehydrogenase [Leuconostoc mesenteroides] | Purified L. mesenteroides G6PDH, diaphorase/resazurin coupled fluorescence, 45 min | inhibition, % at 5 µM | 200,000 compounds, 0.12% hits | AID 1020, 2008; in the data active = inhibition above about 50%
# Diaphorase act: compounds boosting diaphorase resazurin reduction – biochemical, uHTS, resorufin fluorescence, counter-screen for diaphorase-coupled primary assays, primary screen | 190,000 compounds, 0.005% hits | activation factor at 20 µM | Diaphorase/resazurin coupled assay, 16 min; stronger effect = higher value; 1 = vehicle wells, 0 = NADH-free wells;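 active = diaphorase activity raised at least twofold by the compound at 20 µM; inactive = activation factor below 2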
#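 test system = bacterial diaphorase enzyme (C. kluyveri) | quantity = enzyme 0.07 U/mL final | reagent = NADH substrate 0.114 mM plus resazurin dye 0.1 mM, final | incubation = 16 min enzyme reaction, ambient temperature | buffer or medium = HEPES pH 7.4 buffer with MgCl2 and Tween 20 | signal = fluorescence of resorufin, 544 nm excitation, 590 nm emission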
# APP 5'UTR act: activators of APP 5'UTR luciferase reporter, primary screen, SH-SY5Y cells; 190,000 compounds, 1% hits; AID 1276, 2008; SH-SY5Y APP 5'UTR luciferase reporter, luminescence; zero percent = DMSO vehicle wells; activation, % at 2 µM;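 active = activation above a set limit, based on mean plus 3 SD of controls, cut at about 140% in these data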; also: values of inactives mirror those of a sister screen read the other way
# TLR4 MyD88 comp: inhibitors of TLR4-MyD88 association in cells, primary screen, cell-based, HeLa CL3-4, BLA complementation, FRET ratio; Toll-like receptor 4 (Homo sapiens) + Myeloid differentiation primary response protein …; inhibition, % at 8.4 µM; HeLa CL3-4 TLR4/MyD88 BLA complementation; 200,000 compounds, 0.18% hits; in the data active = inhibition above about 25%;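 also: 0% = vehicle and 100% = reference inhibitor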
# Target sequence (O00206 whole entry, looked up): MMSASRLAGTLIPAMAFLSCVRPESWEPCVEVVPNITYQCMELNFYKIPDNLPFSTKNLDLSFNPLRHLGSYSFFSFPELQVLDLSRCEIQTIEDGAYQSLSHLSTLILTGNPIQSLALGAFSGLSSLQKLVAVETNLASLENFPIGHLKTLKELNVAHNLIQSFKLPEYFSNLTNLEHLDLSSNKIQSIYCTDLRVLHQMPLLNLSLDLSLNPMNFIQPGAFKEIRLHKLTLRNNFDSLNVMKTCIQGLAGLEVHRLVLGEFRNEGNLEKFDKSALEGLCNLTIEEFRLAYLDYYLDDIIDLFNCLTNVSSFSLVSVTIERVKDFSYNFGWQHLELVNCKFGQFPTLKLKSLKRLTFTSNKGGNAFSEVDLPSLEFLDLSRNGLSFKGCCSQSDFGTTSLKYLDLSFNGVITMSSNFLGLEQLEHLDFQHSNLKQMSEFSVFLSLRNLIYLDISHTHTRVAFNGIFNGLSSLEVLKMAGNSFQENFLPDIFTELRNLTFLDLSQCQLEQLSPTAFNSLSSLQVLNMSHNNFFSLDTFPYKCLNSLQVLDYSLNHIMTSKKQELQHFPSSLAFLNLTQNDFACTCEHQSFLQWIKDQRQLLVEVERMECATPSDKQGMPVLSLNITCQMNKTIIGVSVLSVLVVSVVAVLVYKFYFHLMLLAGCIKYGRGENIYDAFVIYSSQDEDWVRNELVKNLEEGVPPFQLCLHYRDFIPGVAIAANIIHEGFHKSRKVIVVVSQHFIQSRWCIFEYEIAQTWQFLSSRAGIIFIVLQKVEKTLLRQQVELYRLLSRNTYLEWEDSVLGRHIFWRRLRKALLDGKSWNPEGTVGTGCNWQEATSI
# Target sequence (Q99836 whole entry, looked up): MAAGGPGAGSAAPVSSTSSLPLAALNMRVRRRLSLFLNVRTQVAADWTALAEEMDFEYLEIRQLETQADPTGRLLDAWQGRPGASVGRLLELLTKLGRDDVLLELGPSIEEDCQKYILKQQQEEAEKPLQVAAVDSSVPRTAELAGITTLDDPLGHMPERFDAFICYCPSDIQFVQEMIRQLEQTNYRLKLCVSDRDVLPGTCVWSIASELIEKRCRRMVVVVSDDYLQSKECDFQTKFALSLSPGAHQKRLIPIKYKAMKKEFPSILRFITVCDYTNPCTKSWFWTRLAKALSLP
# FLuc stim CS: FLuc activators, initial screening, artefact control for FLuc-dependent activation tests, biochemical, ATPlite luminescence; Luciferin 4-monooxygenase (Photinus pyralis), P08659; ATPlite luciferase biochemical, 10 min; 0 = ATP-free wells, 1 = DMSO control; activation factor at 10 µM; 200,000 tested, under 10 active; AID 1027, 2008;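 active = luciferase activation factor, scaled between plate controls, of at least 2 with compound at 10 µM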
#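 Assay system: Luciferase/luciferin detection reagent, cell-free biochemical luciferase assay / Read-out: luciferase activation / Benchmarks: No-ATP low control, compound-free enzyme-plus-ATP high control / Medium: PBS buffer for ATP / Detection: luminescence measurement of luciferase light output / Schedule: 10 min at ambient temperature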
# FLuc inh counter: firefly luciferase enzyme inhibitors, primary screen, artefact control for luciferase-based inhibitor screens, biochemical, luminescence, ATPLite | inhibition, % at 10 µM | 10 min | 200,000 compounds, 1.5% hits | Luciferin 4-monooxygenase (Photinus pyralis), P08659;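 active = inhibition above about 50% when tested at 10 µM, limit read from the data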
# Diaphorase inh: diaphorase inhibitors and chemical oxidizers, primary screen, counter-screen for diaphorase-coupled primary assays, biochemical, uHTS, resorufin fluorescence. 190,000 compounds, 0.69% hits. diaphorase resazurin-to-resorufin fluorescence, NADH, 16 min; bacterial (C. kluyveri) enzyme, not human. inhibition, % at 20 µM. AID 1217, 2008;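 active = primary screen inhibition at 20 µM above a set limit, cut at about 50% in these data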;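 also: plate controls were DMSO with full reaction for no effect and wells lacking NADH for full effect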
#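 Test system: diaphorase enzyme from Clostridium kluyveri; amount: diaphorase at 0.14 U/mL in enzyme working solution; detection: fluorescence of resorufin formed from resazurin, Ex 544/Em 590 nm; times: reaction incubation of 16 min at room temperature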
# NF-kB expr up: activators of NF-kB expression in neurons, primary screen, cell-based, HTS | 190,000 compounds, 1.6% hits | human neuronal cells, NF-kB reporter expression; stronger effect = higher value | fold change at 12.5 µM; in the data active = fold change above about 3.3
# APP 5UTR inh: inhibitors of APP translation via 5'UTR reporter, primary screen, APP 5'UTR luciferase, SH-SY5Y cells; AID 1285, 2008; inhibition, % at 2 µM; SH-SY5Y APP 5'UTR-luciferase reporter, luminescence; 190,000 compounds, 0.82% hits;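 active = inhibition above a set limit, derived from the sample mean plus 3 SD, cut at about 45% in these data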; also: values of inactives mirror those of a sister screen read the other way
# STAT1 act: STAT1 signaling activators, primary screen, cell-based, HTS, luciferase reporter. 200,000 compounds, 2.6% hits. NIH 3T3 STAT1-luciferase reporter, IFN-gamma, luminescence; 100% = IFN-gamma alone, no compound. activation (% of control), % at 5.5 µM. AID 932, 2007;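 active = activation above the screen-wide mean activation plus 3 SD, cut at about 130% in these data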;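 also: raw ratio to IFN-gamma control signal so 100% means no change and 0% no light; values of inactives mirror those of a sister screen read the other way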
# Active calls of the source: *; / = no result given.
SMILES,G6PDH counter,Diaphorase act,APP 5'UTR act,TLR4 MyD88 comp,FLuc stim CS,FLuc inh counter,Diaphorase inh,NF-kB expr up,APP 5UTR inh,STAT1 act
Cc1ccc(S(=O)(=O)CC(=O)Nc2nc(-c3ccccc3)cs2)cc1,3,1,-8,-17,1,0,0,1.3,8,110
Cn1c(Cc2ccccc2)nnc1SCC(=O)Nc1ccc2c(c1)OCCO2,2,0.9,-2,5,1,-2,11,1.6,2,104
COc1cc(/C=C/C(=O)O)cc(S(=O)(=O)Nc2ccc3nc(SC)sc3c2)c1OC,2,0.9,-8,5,1.1,-7,12,0.87,8,104
CCN(CC)S(=O)(=O)c1cc(C(=O)OCC(=O)c2ccc3c(c2)NC(=O)CO3)ccc1Cl,-63,1.1,13,-13,1.1,-5,-5,1.3,-13,96
CCOc1ccccc1N(CC(=O)NC1CCCCC1)C(=O)CCCC(=O)Nc1ccccn1,4,1.1,-14,2,1.1,-12,-8,1.1,14,101
CCOC(=O)Nc1cccc2ccccc12,7,0.9,4,16,1,0,9,1.2,-4,99
COc1ccccc1NC(=O)COC(=O)C1CC2C=CC1C2 (stereo unspecified),7,0.9,3,-4,0.7,27,6,1.5,-3,107
C=C(C(=O)c1ccccc1)C(C)C(=C)C(=O)c1ccccc1,14,0.8,-41,9,1.1,-5,17,8.5*,41,83
Cc1c(C(=O)N2CCC(C)CC2)sc2ncnc(N(C)c3ccccc3)c12,9,0.9,0,3,1,-2,12,0.75,0,92
O=c1c(-c2n[nH]c(=S)n2-c2ccccc2)cccn1Cc1cccc(Cl)c1,2,0.9,15,0,1,2,12,1.1,-15,95
CCOc1ccc(Br)cc1S(=O)(=O)Nc1cccc(S(=O)(=O)N(C)c2ccccc2)c1,8,0.8,-5,12,1.1,-5,22,1.2,6,96
CC(C)=CCN1CCN(Cc2cc(C(C)C)n[nH]2)CC1CCO (stereo unspecified),1,0.9,2,2,1.1,-6,9,1,-2,100

# Compound profiles, as listed above. Order of screens: G6PDH counter | Diaphorase act | APP 5'UTR act | TLR4 MyD88 comp | FLuc stim CS | FLuc inh counter | Diaphorase inh | NF-kB expr up | APP 5UTR inh | STAT1 act
# C=C(C(=O)c1ccccc1)C(C)C(=C)C(=O)c1ccccc1 in the list: 14 | 0.8 | -41 | 9 | 1.1 | -5 | 17 | 8.5* | 41 | 83
# Cc1ccc(S(=O)(=O)CC(=O)Nc2nc(-c3ccccc3)cs2)cc1 in the list: 3 | 1 | -8 | -17 | 1 | 0 | 0 | 1.3 | 8 | 110
# O=c1c(-c2n[nH]c(=S)n2-c2ccccc2)cccn1Cc1cccc(Cl)c1 in the list: 2 | 0.9 | 15 | 0 | 1 | 2 | 12 | 1.1 | -15 | 95
# COc1cc(/C=C/C(=O)O)cc(S(=O)(=O)Nc2ccc3nc(SC)sc3c2)c1OC in the list: 2 | 0.9 | -8 | 5 | 1.1 | -7 | 12 | 0.87 | 8 | 104
# Cc1c(C(=O)N2CCC(C)CC2)sc2ncnc(N(C)c3ccccc3)c12 in the list: 9 | 0.9 | 0 | 3 | 1 | -2 | 12 | 0.75 | 0 | 92

# Later entries:
SMILES,G6PDH counter,Diaphorase act,APP 5'UTR act,TLR4 MyD88 comp,FLuc stim CS,FLuc inh counter,Diaphorase inh,NF-kB expr up,APP 5UTR inh,STAT1 act
CCN(CC)C(=O)CSc1ncnc2c1nnn2-c1ccc(OC)cc1,1,0.9,-14,16,0.9,10,10,1.1,14,101
CCC[N+](CC#Cc1ccccc1)(CCC)CC(=O)OC,4,0.9,-14,-23,1.1,-5,7,1.1,14,98
CCOC(=O)C1(Cc2ccccc2C(F)(F)F)CCN(Cc2ccc(COC)o2)CC1,10,0.8,17,-9,1.1,-6,21,0.67,-17,84
CC1CCc2nc(/C(C#N)=C/c3ccncc3)sc2C1 (stereo unspecified),4,1,47,-11,0.8,24,0,1.1,-47,152*
N#C/C(=C/c1cc(Br)cs1)C(=O)NCC1CCCO1 (stereo unspecified),4,0.9,-2,-6,1,-2,7,1.6,2,97
CCOC(=O)c1c(C)[nH]c(C)c1C(=O)COC(=O)CNC(=O)c1ccc(OCC)cc1,4,0.9,1,-14,1.1,-8,10,1.4,-1,92
Cc1cc(N2CCN(c3nc(-c4ccc([N+](=O)[O-])cc4)cs3)CC2)c2ccccc2n1,0,1,-29,6,1.1,-8,4,0.87,29,104
COc1ccc2c(=O)c(Oc3ccc(C(=O)O)cc3)c(C(F)(F)F)oc2c1,14,1.2,92,-4,1,-4,-21,1.6,-92,106
CCOC(=O)N1CCC(NC(=O)CS(=O)(=O)Cc2nc(-c3ccccc3C)oc2C)CC1,-22,0.9,11,-8,1,-4,13,0.99,-11,103
CCCCC(=O)C1CCN(Cc2ccccc2)CC1,2,0.9,17,3,1.1,-9,13,1.6,-17,99
OC(c1ccccc1)(c1ccccc1)C1CCN(C(=S)NCCc2ccccc2)CC1,5,0.7,5,-17,1,-5,32,0.64,-5,105
O=C1NC(c2ccco2)Nc2ccccc21 (stereo unspecified),4,0.8,2,-5,1,0,20,1.2,-2,101
N#Cc1ccc(CSc2nnc(-c3ccccn3)n2-c2ccc(Cl)cc2)cc1,3,0.8,-5,9,1,-5,18,0.8,4,90
N#CCCN(CCC#N)C(=O)c1ccc2c(c1)OCO2,1,1,-1,-3,1.1,-8,4,1.2,1,96
O=C(NCC1CCCO1)c1cccc(N2CCCC2=O)c1 (stereo unspecified),-14,0.9,-12,-8,1.1,-7,11,1.4,12,96
O=c1cc(-c2ccccc2F)oc2ccccc12,-2,0.9,64,-3,0.6,41,6,2.3,-64,135*
Cc1cnc(C(=O)Nc2ccc(S(=O)(=O)NCC(C)C)cc2)cn1,14,/,6,2,1.1,-8,/,1.3,-6,96
CCOC(=O)C1=C(C)NC(C)=C(C(=O)OCC)C1C(=O)OCC(=O)N1CCc2ccccc21,4,1,-12,-2,1,-5,2,0.82,12,108
CCOC(=O)N1CCN(C(=O)c2ccc(OC(C)=O)cc2)CC1,-4,1.2,-6,4,1,3,-18,2,6,99
COc1ccc(OC)c(/C(O)=C/C(=O)C(=O)Nc2cc(C)cc(C)c2)c1,8,0.9,-9,-4,1,0,5,1.2,9,104
COCCCNC(=O)c1cc2cc([N+](=O)[O-])cc(OC)c2oc1=O,6,1,-20,-20,1,4,-5,0.93,20,103
CCN1CCN(C(=O)CN(c2ccc(F)c(Cl)c2)S(C)(=O)=O)CC1,5,1.1,-4,2,1,-4,-8,1,4,103
O=C(c1cccs1)N1CCC(Cc2ccccc2)CC1,9,0.8,1,8,1.1,-5,16,1.2,-1,104
CCc1nc2ccc(C)cc2c(C(=O)NC2CCCCC2C)c1C (stereo unspecified),1,0.9,-10,14,1,-5,10,0.81,10,98
Cc1ccc(C(=O)NCCn2cc(SCC(=O)Nc3nnc(C)s3)c3ccccc32)cc1,-2,0.7,/,1,1,-3,28,0.65,/,114
CC(C)CN1C(=O)C(=O)N(CC(=O)N2CCC(Cc3ccccc3)CC2)C1=O,12,1.1,2,4,1,-4,-9,1.3,-2,104
CCOC(=O)c1c(C)c(C(=O)NCc2ccco2)c(C)n1CC,3,1,-4,2,1,0,-3,1.3,4,97
COc1ccc(-n2c(-c3ccc(Br)cc3)c[n+]3c2CCC3)cc1,-2,1,-7,-3,1,-5,1,0.9,7,79
COC(=O)c1[nH]c2c(c1C)C(=O)CCC2,4,1.1,4,-5,1,-3,-9,1.1,-4,92
COc1ccc2c(c1)O[C@H](c1ccc3c(c1)OCO3)[C@@H](OC(=O)N[C@H](C)C1CCCCC1)C2=O,16,1,-3,-11,1,-3,3,1.3,3,107
O=C(COC(=O)C1=COCCO1)NCc1ccc(Cl)cc1,13,1.1,9,0,1.1,-6,-14,0.94,-9,98
C=CCc1ccccc1OCC(O)CN1CCN(C(=O)OCC)CC1 (stereo unspecified),3,1,3,-5,1,-1,-3,0.99,-3,97
CC1CCC(C(C)C)C(OP(=O)(c2ccccc2)C(O)c2ccncc2)C1 (stereo unspecified),1,0.8,-3,-8,1,-4,15,0.81,3,106
Cc1ccc2cc3cc(C(=O)N4CCCCC4C)oc3nc2c1 (stereo unspecified),-2,0.9,197*,-6,0.4,55*,12,3.5*,-197,166*
NC(=O)C1CCN(C(=S)NCCc2ccccc2)CC1,3,0.9,-2,-1,1.1,-6,12,1.1,2,101
CCC(=O)Nc1cc2c(cc1C(=O)CC)OCCO2,-6,0.7,-10,2,1,1,25,1.1,10,92
O=C(COC(=O)/C=C/c1ccc(Cl)cc1)Nc1ccccc1,18,1,5,-1,1,2,-4,0.99,-5,101
CCOC(=O)CN(C(=O)CN1CCC(n2nnc3cc(C)ccc32)CC1)c1ccccc1,9,1.2,-5,-9,1,-3,-15,0.64,5,100
CCOC(=O)Cn1c(=O)sc2ccccc21,10,0.9,-10,2,1,-3,14,1.2,10,102
CN(CC(O)CON=C1c2ccccc2-c2ccccc21)S(=O)(=O)c1ccc(Br)cc1 (stereo unspecified),-9,0.8,4,-3,1.1,-7,17,0.46,-4,99
O=C(Nc1nsc(-c2ccccc2)n1)c1ccncc1,0,0.9,3,-10,0.7,29,8,1,-3,107
O=C(CSc1nnc2sc3ccccc3n12)c1ccco1,-8,0.9,22,9,0.5,46,13,2.2,-22,111
CCSc1nnc(NC(=O)Cc2ccc(OC)c(OC)c2)s1,5,0.9,7,5,1.1,-7,7,1.1,-7,102
Cc1nc2c(F)c(F)c(C(F)(F)F)c(F)c2[nH]1,14,0.9,17,-10,1,4,8,1.1,-17,97
FC(F)C(F)(F)C1=CC(c2ccccc2)=NCCN1,10,0.9,-5,-7,1.1,-10,8,0.73,5,84
Cc1c(CN2CCC(CO)(Cc3ccccc3)CC2)c2ccccc2n1C,1,/,-16,13,1,-4,/,0.98,16,91
O=C(Nc1cccnc1)c1cc(F)c(F)cc1Cl,2,0.9,4,13,1,-5,9,1.2,-4,98
Cn1c(CN2CCOCC2)nc2cc(NC(=O)c3ccccc3Cl)ccc21,-20,0.9,-1,1,1.1,-6,10,1.1,2,101
CSc1nc(Sc2ccccc2)c2ccccc2n1,-15,0.9,-3,-5,1,-4,13,1.2,3,98
CCCCNC(=O)Nc1cnn(CC)c1C(N)=O,4,0.8,8,-16,1,0,16,1.1,-8,93
N#CC(C(=O)NC1CC1)c1nc2ccccc2nc1N1CCCC1 (stereo unspecified),2,0.7,-3,-5,1,-2,29,0.74,3,97

# Rows are unselected. About 5.6% of those tested had a hit in this group.
